MEP2 TOR yeast: modulators of MEP2-GFP levels in yeast, primary screen, S. cerevisiae, multiplex flow cytometry, MLPCN library | AID 2016, 2009 | GFP response vs DMSO, % at 10 µM | hit rate 0.51% among 330,000 | S. cerevisiae MEP2-GFP strain, 3 h; 100% = DMSO control level;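 active = GFP response versus DMSO above a set limit, roughly screen mean plus 3 SD, cut at about 180% in these data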;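 also: median GFP fluorescence of the barcode-gated MEP2-GFP cells per well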
CIT2-GFP yeast: modulators of CIT2-GFP expression in yeast, primary screen, S. cerevisiae, GFP fusion, multiplex flow cytometry, MLPCN library. S. cerevisiae CIT2-GFP strain, 3 h; 100 means same as DMSO wells. GFP response vs DMSO, % at 10 µM. hit rate 0.065% among 320,000;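 active = GFP response relative to DMSO above a set limit, near the screen mean plus 3 SD, cut at about 150% in these data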;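 also: ratio of well median GFP fluorescence to mean of DMSO wells on the plate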
LAP4-GFP MLPCN: modulators of LAP4-GFP expression in yeast, primary screen, S. cerevisiae, multiplex flow cytometry, MLPCN library. GFP response vs DMSO, % at 10 µM. hit rate 0.34% among 320,000. 3 h; median GFP as percent of DMSO wells. AID 2023, 2009;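 active = GFP response vs DMSO above a set limit, about the screen mean plus 3 SD, cut at about 150% in these data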
RPL19A TOR yeast: RPL19A-GFP expression modulators in yeast, primary screen, cell-based, S. cerevisiae, multiplex flow cytometry, MLPCN; S. cerevisiae RPL19A-GFP strain, 3 h; hits give low values; percent response vs DMSO, % at 10 µM; hit rate 0.3% among 330,000; AID 2025, 2009;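 active = percent response vs DMSO below 50%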;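 also: median channel GFP fluorescence of the barcoded RPL19A-GFP strain; ratio of sample median GFP to plate DMSO average so 100% = DMSO; lower means less RPL19A-GFP as with rapamycin TOR inhibition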
CR mimetic SO: reduction of superoxide in aged yeast, primary screen, HTS; S. cerevisiae aged cells, superoxide DHE fluorescence; hits give low values; superoxide response (% of plate mean), % at 10 µM; hit rate 0.18% among 330,000; AID 2690, 2010;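 active = superoxide response under a set limit, about three screen SD below normal, cut at about 65% in these data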;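 also: yeast aged for seven days with compound at 30 °C before DHE staining; 100% = average MFI of all compound-treated wells on the plate with controls excluded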
VLA-4 inh: inhibition in human VLA-4 binding assay, primary screen, VLA-4 allosteric modulator project, MLPCN library, flow cytometry, VLA-4 expressing cells. AID 2557, 2010. inhibition, % (about 7 µM as worked out from the volumes in the protocol). Integrin alpha-4 (Homo sapiens), P13612. ligand binding flow cytometry. hit rate 0.2% among 330,000; in the data active = inhibition above about 50%
Target sequence (P13612 whole entry, looked up): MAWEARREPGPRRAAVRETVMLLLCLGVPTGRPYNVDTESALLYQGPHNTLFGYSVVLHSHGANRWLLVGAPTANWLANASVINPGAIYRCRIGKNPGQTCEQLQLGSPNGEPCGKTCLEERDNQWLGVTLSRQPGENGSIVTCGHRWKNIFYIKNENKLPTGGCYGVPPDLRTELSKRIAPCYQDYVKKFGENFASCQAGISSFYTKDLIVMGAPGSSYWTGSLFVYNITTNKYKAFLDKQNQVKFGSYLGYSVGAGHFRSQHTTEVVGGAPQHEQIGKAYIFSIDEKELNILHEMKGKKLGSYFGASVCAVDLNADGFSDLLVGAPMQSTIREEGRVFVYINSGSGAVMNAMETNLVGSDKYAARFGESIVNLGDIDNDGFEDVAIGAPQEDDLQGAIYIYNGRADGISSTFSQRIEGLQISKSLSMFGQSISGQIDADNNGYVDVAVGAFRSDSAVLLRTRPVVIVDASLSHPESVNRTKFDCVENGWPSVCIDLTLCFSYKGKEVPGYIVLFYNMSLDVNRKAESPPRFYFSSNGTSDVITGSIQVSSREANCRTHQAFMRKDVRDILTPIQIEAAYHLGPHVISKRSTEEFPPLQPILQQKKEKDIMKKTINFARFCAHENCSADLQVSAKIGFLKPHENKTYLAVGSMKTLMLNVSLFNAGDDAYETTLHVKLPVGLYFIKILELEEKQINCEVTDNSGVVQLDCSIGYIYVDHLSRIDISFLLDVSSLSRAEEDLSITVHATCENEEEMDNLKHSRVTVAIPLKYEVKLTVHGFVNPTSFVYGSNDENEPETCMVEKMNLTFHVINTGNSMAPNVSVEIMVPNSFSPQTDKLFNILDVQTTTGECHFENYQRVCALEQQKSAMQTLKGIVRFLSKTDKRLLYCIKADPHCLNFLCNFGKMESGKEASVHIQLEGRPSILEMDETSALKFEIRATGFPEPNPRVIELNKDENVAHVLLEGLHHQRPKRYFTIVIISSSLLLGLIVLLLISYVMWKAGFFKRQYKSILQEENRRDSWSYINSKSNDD
GRK2 inh: compounds blocking aptamer binding on GRK2 – biochemical, human GRK2, bead flow cytometry, HTS, primary screen; Beta-adrenergic receptor kinase 1 (Homo sapiens), P25098; AID 488847, 2010; FAM-aptamer displacement from GRK2; hit rate 0.59% among 330,000; inhibition of aptamer binding, % at 10 µM;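 active = inhibition of aptamer binding above 40%, roughly 3 SD of noise, on plates passing a quality check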;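 also: median bead fluorescence of bound FAM aptamer so fluorescent compounds give negative values; no value below 0 was filed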
AGP1 TOR yeast: modulators of AGP1-GFP expression in yeast TOR pathway, primary screen, cell-based, multiplex flow cytometry, S. cerevisiae, MLPCN library | hit rate 0.02% among 320,000 | 3 h; GFP as percent of DMSO wells | AID 2066, 2009 | GFP response vs DMSO, % at 10 µM;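 active = GFP response relative to DMSO above a set limit, near screen average plus 3 SD, cut at about 150% in these data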;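 also: median GFP channel fluorescence of the gated AGP1 strain per well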
Starred values were filed as active, the others as inactive; nt = not tested or not shown. Rows were taken by chance; overall some 1.7% were active at least once.

#	structure	MEP2 TOR yeast	CIT2-GFP yeast	LAP4-GFP MLPCN	RPL19A TOR yeast	CR mimetic SO	VLA-4 inh	GRK2 inh	AGP1 TOR yeast
1	Cc1ccc(CN(C(=O)Cn2nnc3ccccc32)C(C(=O)NCc2ccco2)c2ccc(C)o2)cc1 (stereo unspecified)	112	109	102	106	103	2	3	112
2	Cc1cccc(N(C(=O)c2snc(C(N)=O)c2N)C(C(=O)NCC2CCCO2)c2ccc(N(C)C)cc2)c1 (stereo unspecified)	107	97	87	103	85	-1	0	96
3	CCOC(=O)c1c(C)[nH]c(C(=O)COC(=O)C23CC4CC(CC(Cl)(C4)C2)C3)c1C	99	94	96	96	93	8	0	98
4	O=C(CC(c1ccccc1)c1ccccc1O)NCCN1CCOCC1 (stereo unspecified)	104	96	113	104	108	5	1	106
5	CCOC(=O)C1=C(O)C(=O)N(CCCn2ccnc2)C1c1ccc(OC)cc1 (stereo unspecified)	100	89	89	101	115	6	0	94
6	CCOC(=O)c1c(NC(=O)COC(=O)Cn2cnc3ccccc32)sc(C)c1C	98	96	100	97	94	-2	0	98
7	CC(=O)Nc1ccc(S(=O)(=O)Nc2nc(-c3ccc(C(C)(C)C)cc3)cs2)cc1	95	94	88	101	92	7	0	94
8	CSc1ncccc1C(=O)OCC(=O)Nc1nc(C)c(Cl)cc1Cl	113	109	98	102	103	0	6	105
9	CCOC(=O)[C@H]1[C@H]2COc3ccc(Br)cc3[C@@H]2N2C(=O)CN(Cc3ccccc3)C(=O)[C@@]12C	98	102	98	97	82	3	1	99
10	CC(NC(=O)CSc1nc2ccccc2c(=O)[nH]1)c1ccccc1 (stereo unspecified)	96	88	90	93	111	-10	1	96
11	COc1cc(C(=O)N2CCN(c3ncnc4sc(C)c(C)c34)CC2)cc(OC)c1OC	103	96	101	100	81	10	0	103
12	OCCCCNCc1cc(Br)ccc1OCc1ccccc1F	100	100	100	97	110	13	1	104
13	CCCCNc1c(-c2ccc(OC)c(SC(C)CC)c2)nc2cc(C)ccn12 (stereo unspecified)	99	99	93	97	114	2	1	92
14	CCCOc1ccc(C2C(=O)N(C3CCCCC3)CC(=O)N2CCCOCC)cc1OC (stereo unspecified)	100	103	106	102	90	7	0	99
15	CN1C(=O)CC(N2CCN(Cc3ccc(Cl)cc3)CC2)C1=O (stereo unspecified)	96	95	92	99	108	3	0	97
16	CC1CCCCN1CC(=O)Nc1ccc2c(c1)OCO2 (stereo unspecified)	108	105	104	98	83	5	4	105
17	COC(=O)c1ccc(NC(=O)c2cc3c(CO)cnc(C)c3oc2=Nc2cccc(C(N)=O)c2)cc1	110	97	nt	101	119	-5	0	103
18	Cc1ccc(Cn2ncc(Cl)c(Cl)c2=O)cc1	105	107	107	104	104	-12	0	104
19	COc1ccccc1N(C)S(=O)(=O)c1ccc(C(=O)OCC(=O)Nc2cc(C)on2)cc1	97	86	98	97	104	16	2	97
20	O=C(NCc1ccncc1)c1cncc(Br)c1	79	86	85	88	81	9	0	81
21	CNc1c(N)n(Cc2ccccc2)c(=O)[nH]c1=O	102	nt	105	104	105	-5	0	109
22	CC(=O)N(C)Cc1ccc(C(=O)CSc2nnc(C3CC3)n2C2CC2)cc1	100	111	97	100	108	13	0	102
23	Cc1ccc(NC(=O)Cc2nnc(SCC(=O)NC3CCCC3)n2C)c(C)c1	80	100	79	88	100	3	1	85
24	Cc1cc(Cl)cc(C)c1OCC(=O)NC1CCCCCC1	103	105	104	107	92	-5	0	107
25	CN(c1cccc(Cl)c1)S(=O)(=O)c1cccc(C(=O)NN2CCOCC2)c1	103	98	102	102	80	22	0	105
26	O=C(c1ccccc1)c1c[nH]c2cc3c(cc2c1=O)OCCO3	91	103	97	98	91	5	0	100
27	C/C(=N\n1cnnc1)c1ccccc1	103	102	94	98	124	9	3	100
28	CCOC(=O)C(C(=O)NCC1CCCO1)C1CCCCC1 (stereo unspecified)	157	107	101	72	103	16	0	34
29	Cc1ccc(Cn2ccc(NC(=O)c3c(-c4ccccc4Cl)noc3C)n2)cc1	96	89	99	93	104	18	0	96
30	O=C(Cn1nnc(-c2ccc(Cl)cc2)n1)NCc1ccco1	100	102	94	105	100	15	10	100

In the list so far, these contain a thiophene ring, fused or not.
#	structure	MEP2 TOR yeast	CIT2-GFP yeast	LAP4-GFP MLPCN	RPL19A TOR yeast	CR mimetic SO	VLA-4 inh	GRK2 inh	AGP1 TOR yeast
6	CCOC(=O)c1c(NC(=O)COC(=O)Cn2cnc3ccccc32)sc(C)c1C	98	96	100	97	94	-2	0	98
11	COc1cc(C(=O)N2CCN(c3ncnc4sc(C)c(C)c34)CC2)cc(OC)c1OC	103	96	101	100	81	10	0	103

(cont.)
#	structure	MEP2 TOR yeast	CIT2-GFP yeast	LAP4-GFP MLPCN	RPL19A TOR yeast	CR mimetic SO	VLA-4 inh	GRK2 inh	AGP1 TOR yeast
31	Nc1cc(=O)[nH]c2nnc(SCC(=O)Nc3cccc4ccccc34)n12	98	99	91	101	102	-11	6	96
32	CCOC(=O)c1ccccc1NC(=O)Cn1cnc2c(nnn2-c2ccc(C)cc2)c1=O	98	86	94	95	88	-3	1	93
33	O=C(NN=C1CCCCC1)c1cc(-c2ccccc2)n[nH]1	95	95	88	98	90	8	0	94
34	Cc1c(O)ccc(C(=O)CN2CCN(c3ccccc3F)CC2)c1O	95	96	101	97	96	34	1	99
35	Cc1cc(C)cc(N(C(=O)CNC(=O)c2ccco2)C(C(=O)NC2CCCCC2)c2cccnc2)c1 (stereo unspecified)	102	100	95	109	78	-16	1	102
36	CCn1c2ccccc2c2cc(N=C3SC(CC(=O)Nc4ccccc4OC)C(=O)N3CCOC)ccc21 (stereo unspecified)	103	100	91	100	114	1	3	97
37	COc1ccccc1N(CC(=O)NCCSCc1ccco1)S(=O)(=O)c1ccccc1	98	96	87	100	111	-4	3	93
38	CCOc1ccc(S(=O)(=O)N2CCN(C(=S)NCC3CCCO3)CC2)cc1 (stereo unspecified)	96	97	103	98	85	4	1	104
39	COC(=O)Nc1ccc(S(=O)(=O)Nc2cccc3ccccc23)cc1	98	102	100	101	108	9	3	102
40	O=C1CCC(c2ccccc2)=NN1	104	112	95	105	88	2	2	94
41	COc1ccc(/C=N/NC(=O)c2cccnc2)cc1	95	88	86	97	54*	3	0	88
42	CC(=O)Nc1nonc1NC(=O)CSc1nc2ccccc2o1	108	113	103	108	89	-3	0	110
43	C/C(=N\NC(=O)COc1cccc2ccccc12)c1cccs1	84	111	75	101	107	3	0	91
44	CC1(C)CC(NCc2ccc3c(c2)OCO3)CCO1 (stereo unspecified)	97	96	100	103	94	8	1	102
45	Cc1ccc(CNc2nc(-c3cccs3)nc3ccccc23)cc1	101	97	97	102	100	-4	0	95
46	N#C/C(=C\c1ccc(OCc2ccc(Br)cc2)cc1)C(=O)Nc1cccc(C(=O)O)c1	95	100	101	100	106	-4	6	95
47	CN(C)Cc1c(C(=O)N/N=C/c2ccc(OCc3c(F)cccc3Cl)cc2)nnn1-c1nonc1N	118	103	96	109	110	2	2	103
48	CNC(=S)NNC(=O)c1sccc1OCc1ccccc1	108	101	90	103	94	0	4	113
49	O=C(NCc1ccccn1)c1cc(-c2ccccc2Cl)nc2ccccc12	103	105	95	107	96	1	1	102
50	N=C1C(c2ccccc2)=C(O)CN1c1cccc(S(=O)(=O)Nc2cccc(C(F)(F)F)c2)c1	103	104	94	106	90	6	0	106
51	CCCCn1nnnc1SCC(=O)NCc1ccccc1	98	95	100	98	97	-3	1	nt
52	CCSc1nc(-c2ccccc2)c(C#N)c(=O)[nH]1	101	94	106	95	103	10	0	102
53	O=C(COC(=O)/C=C/c1ccc(OC(F)F)cc1)NCc1cccs1	90	98	103	106	100	0	2	100
54	Clc1ccc(-c2nnc(-c3ccccc3)nc2-c2c[nH]c3ccccc23)cc1	95	82	88	97	133	-3	0	82
55	COc1ccc(NC(=O)N2CCCCCC2)cc1OC	118	108	74	119	104	-6	6	93
56	COC(=O)c1c(-c2ccc(F)cc2)noc1N	105	93	94	96	82	0	0	96
57	Cn1c(C(=O)NCCN2CCc3ccccc3C2)cc2c(=O)[nH]c3ccccc3c21	107	97	103	103	89	6	0	103
58	Cc1cc(=O)oc2cc(OCC(=O)Nc3nnc(C(C)C)s3)ccc12	104	95	97	101	78	11	11	103
59	Cc1nc(NC(=O)c2ccccc2)sc1C1(C)CC(c2ccc(OC(F)(F)F)cc2)=NO1 (stereo unspecified)	93	67	136	94	90	13	3	77
60	OC1(c2ccc(Br)cc2)CN(c2ccccc2)C2=[N+]1CCS2 (stereo unspecified)	118	102	104	92	94	1	6	98

Entries by screen from the list.
Nos. 47–54 in MEP2 TOR yeast read 118, 108, 103, 103, 98, 101, 90, 95
Nos. 47–54 in LAP4-GFP MLPCN read 96, 90, 95, 94, 100, 106, 103, 88
Nos. 47–54 in GRK2 inh read 2, 4, 1, 0, 1, 0, 2, 0

Other structures follow:
#	structure	MEP2 TOR yeast	CIT2-GFP yeast	LAP4-GFP MLPCN	RPL19A TOR yeast	CR mimetic SO	VLA-4 inh	GRK2 inh	AGP1 TOR yeast
61	COc1cccc(Nc2nnc(SCN3C(=O)c4ccccc4C3=O)s2)c1	102	100	97	104	114	6	3	101
62	COc1cccc(CN2C(=O)CCC2(C)C(=O)NCCc2ccc(OC)c(OC)c2)c1 (stereo unspecified)	93	97	102	100	106	2	0	108
63	CC12CN(Cc3ccccc3)CC(C)(CN(Cc3ccccc3)C1)C2=O	96	94	86	97	90	7	3	91
64	O=C(COc1ccc(S(=O)(=O)N2CCCC2)cc1Cl)N1CCN(c2ccccc2)CC1	100	91	97	96	122	16	0	103

Seven of the entries above in order of the AGP1 TOR yeast value, smallest number first.
| no. | SMILES | MEP2 TOR yeast | CIT2-GFP yeast | LAP4-GFP MLPCN | RPL19A TOR yeast | VLA-4 inh | GRK2 inh | AGP1 TOR yeast |
| --- | --- | --- | --- | --- | --- | --- | --- | --- |
| 29 | Cc1ccc(Cn2ccc(NC(=O)c3c(-c4ccccc4Cl)noc3C)n2)cc1 | 96 | 89 | 99 | 93 | 18 | 0 | 96 |
| 49 | O=C(NCc1ccccn1)c1cc(-c2ccccc2Cl)nc2ccccc12 | 103 | 105 | 95 | 107 | 1 | 1 | 102 |
| 25 | CN(c1cccc(Cl)c1)S(=O)(=O)c1cccc(C(=O)NN2CCOCC2)c1 | 103 | 98 | 102 | 102 | 22 | 0 | 105 |
| 50 | N=C1C(c2ccccc2)=C(O)CN1c1cccc(S(=O)(=O)Nc2cccc(C(F)(F)F)c2)c1 | 103 | 104 | 94 | 106 | 6 | 0 | 106 |
| 21 | CNc1c(N)n(Cc2ccccc2)c(=O)[nH]c1=O | 102 | nt | 105 | 104 | -5 | 0 | 109 |
| 42 | CC(=O)Nc1nonc1NC(=O)CSc1nc2ccccc2o1 | 108 | 113 | 103 | 108 | -3 | 0 | 110 |
| 48 | CNC(=S)NNC(=O)c1sccc1OCc1ccccc1 | 108 | 101 | 90 | 103 | 0 | 4 | 113 |
